Cneo AK release: Cryptococcus neoformans lysis via adenylate kinase release; C. neoformans lysis, adenylate kinase release luminescence, 4 h; normalised: neutral wells 0, clomiphene wells 100; lysis activity, % at 15 µM; actives 0.2% (n = 360,000); AID 651654;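 active = mean lysis activity across replicates of at least 80%, whatever share of replicates individually reach that level; inactive = mean lysis activity below 80%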
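Test system: log-phase Cryptococcus neoformans yeast cells; Quantity: yeast cell density of 5 × 10^6 cells/mL; Buffer or medium: YPD; Doses: single compound concentration per well; Timing: 4 h at 37 °C static, read 1 h later; Measured by: AK luminescence; Read-out basis: lysis from increased AK signal; Control set: Clomiphene as positive control.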
ARNT-TACC3 inh: ARNT/TACC3 interaction disruption; actives 0.66% (n = 390,000); Q9Y6A5; AlphaScreen His-ARNT PAS-B/GST-TACC3 binding, luminescence; TACC3 fragment carries E629A point mutation; inhibition, % at 9.99 µM; AID 623870;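 active = mean inhibition of replicates at least 50% and at least half of replicates each reaching 50%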;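 note: 0% = complete ARNT plus TACC3 wells and 100% = ARNT alone without TACC3; many hits fall short of the cut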
LGR2 inh: Drosophila LGR2 receptor signaling inhibition. HEK293 LGR2, CRE-luciferase, bursicon-stimulated, 4 h. inhibition, % at 9.99 µM. actives 0.35% (n = 380,000);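 active = drop in luminescence signal, shown as inhibition above about 50% in the replicate tests, limit read from the data, passing the limit was not always enough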;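 note: agonist challenge used bursicon conditioned medium at about half maximal strength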
PAX8 inh HTS: PAX8 transcriptional activity inhibition | actives 1.2% (n = 360,000) | AID 652154 | RMG-I TPO-luciferase reporter, SteadyGlo, 24 h | inhibition, % at 12.6 µM;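 active = mean replicate inhibition at least 60% with every replicate also reaching 60%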;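 note: luciferase light reporting Pax8 driven TPO promoter activity; plate controls were median of neutral control wells for no effect and mitoxantrone controls for full effect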
PGC1a acetyl inh: modulators of PGC1a acetylation | actives 0.17% (n = 350,000) | U2OS PGC1a acetylation, AlphaScreen anti-acetyl-lysine; with virally co-expressed GCN5 acetyltransferase | inhibition, % at 15.6 µM | AID 651687;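 active = every replicate shows inhibition of at least 40%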;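 note: 0% = neutral control wells and 100% = positive control wells; some results beyond the cut were filed as inactive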
GSIS activator: GLuc luminescence reporter in INS-1E cells, primary screen for activators of glucose-dependent secretion of insulin; INS-1E GLuc reporter insulin secretion, 2-3 h; activation, % at 16.6 µM; actives 0.61% (n = 370,000); AID 743287;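 active = lowest replicate activation of at least 40%, so every replicate reaches that level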;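 note: 0% = median of neutral control wells and 100% = median of IBMX positive control wells; some compounds called inactive have numbers as strong as hits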
C2C12 statin: suppression of simvastatin myotoxicity | C2C12 myotubes + simvastatin, ATP luminescence, 48 h; scaled: DMSO 0, geranylgeraniol control 100 | rescue of ATP level, % at 7.49 µM | actives 0.78% (n = 330,000);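 active = mean ATP rescue above about 67%, or every replicate alone reaching that limit, limit read from the data, passing the limit was not always enough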;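 note: myotubes were challenged with 10 µM simvastatin during compound exposure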
PglD inh: inhibitors of Campylobacter jejuni PglD acetyltransferase; purified PglD enzyme, DTNB colorimetric CoA detection; inhibition, % at 12.5 µM; actives 0.098% (n = 360,000); AID 602405; in the data active = inhibition above about 16%, passing the limit was not always enough; note: strong numbers were not always called active
* hit, by the source's call; / = not tested or not shown.

Molecule,Cneo AK release,ARNT-TACC3 inh,LGR2 inh,PAX8 inh HTS,PGC1a acetyl inh,GSIS activator,C2C12 statin,PglD inh
O=C(NCc1ccc(F)cc1)C(=O)NCC1OCCN1S(=O)(=O)c1ccc2c(c1)OCCO2 (stereo unspecified),4,-2,14,8,-1,-18,-4,-2
CC1Oc2ccccc2N(Cc2cccnc2)C1=O (stereo unspecified),0,0,/,/,/,/,3,-4
C[C@@H]1CN([C@@H](C)CO)C(=O)c2cc(NS(=O)(=O)c3cn(C)cn3)ccc2O[C@@H](C)CCCCO[C@@H]1CN(C)Cc1ccc2c(c1)OCO2,13,-1,6,10,-4,9,33,-3
O=C(CN1CCOCC1)Nc1nc(-c2ccccc2Cl)cs1,1,-11,-11,8,-9,7,-8,2
CNC[C@H]1Oc2ccc(NC(=O)Nc3ccc(F)cc3)cc2C(=O)N([C@H](C)CO)C[C@@H]1C,-2,-4,-4,-3,8,7,6,-11
CCN1CCN(CCCNC(=O)Cn2nc(C)n3nc(-c4ccccc4)cc3c2=O)CC1,2,30,8,-7,11,-7,3,4
CCCOc1ccc(C2CC(=O)NC2=O)cc1 (stereo unspecified),1,-6,0,12,19,6,0,4
C[C@H]1CN([C@@H](C)CO)C(=O)c2cccc(NC(=O)C3CCOCC3)c2O[C@@H]1CN(C)S(=O)(=O)c1ccc(Cl)cc1,50,8,2,-4,6,6,7,-1
O=C1ON=C(c2cccc([N+](=O)[O-])c2)/C1=C/c1ccc(O)cc1,/,4,3,6,5,-17,/,/
CC(C)CCNC1=NCCCCC1,1,1,/,/,2,/,0,-1
COc1ccccc1-c1coc2cc(OC(=O)/C=C/c3ccccc3)ccc2c1=O,4,-7,9,/,/,15,1,-1
C[C@H](CO)N1C[C@H](C)[C@H](CN(C)C(=O)Nc2ccc(C(F)(F)F)cc2)Oc2c(NC(=O)Nc3ccc4c(c3)OCO4)cccc2C1=O,-4,12,14,/,11,-2,/,2

A draw from above in order of count of non-hydrogen atoms, highest first.
Molecule,Cneo AK release,ARNT-TACC3 inh,LGR2 inh,PAX8 inh HTS,PGC1a acetyl inh,GSIS activator,C2C12 statin,PglD inh
C[C@@H]1CN([C@@H](C)CO)C(=O)c2cc(NS(=O)(=O)c3cn(C)cn3)ccc2O[C@@H](C)CCCCO[C@@H]1CN(C)Cc1ccc2c(c1)OCO2,13,-1,6,10,-4,9,33,-3
O=C(NCc1ccc(F)cc1)C(=O)NCC1OCCN1S(=O)(=O)c1ccc2c(c1)OCCO2 (stereo unspecified),4,-2,14,8,-1,-18,-4,-2
O=C(CN1CCOCC1)Nc1nc(-c2ccccc2Cl)cs1,1,-11,-11,8,-9,7,-8,2

(cont.)
Molecule,Cneo AK release,ARNT-TACC3 inh,LGR2 inh,PAX8 inh HTS,PGC1a acetyl inh,GSIS activator,C2C12 statin,PglD inh
CCc1ccccc1-n1cnc2cc(C(=O)O)ccc21,1,-4,/,/,-20,/,/,-3
O=C(COC(=O)c1ccc(NS(=O)(=O)c2ccc(Br)s2)cc1)NC1CCCC1,/,-2,0,-18,3,19,15,/
COc1ccc(Cn2c(C)cc3c(c2=O)C(c2cccs2)C(C#N)=C(N)O3)cc1OC (stereo unspecified),-1,-1,/,/,-2,/,-5,-1
Cc1ccc(NC(/C=C/N(C)C)=C/C(=O)C(F)(F)F)c(C)c1,1,0,/,27,1,-5,0,-1
Fc1ccc(CN2CCCN(C(=S)Nc3ccc(F)cc3)CC2)cc1,5,11,-2,4,7,-8,-1,-3
CC(C)CC#Cc1cnc2c(c1)C(=O)N([C@H](C)CO)C[C@H](C)[C@@H](CN(C)C(=O)Cc1ccccc1)O2,1,4,-9,2,1,-26,77*,3
CC(C)C(=O)Nc1ccc2c(c1)C(=O)N(C)[C@H]1CC[C@H](CC(=O)NCCc3ccccc3)O[C@H]1CO2,-1,-5,13,2,-4,0,1,-4
Cc1ccc(NC(=O)CSc2nnc(-c3ccco3)o2)c(C)c1,3,-2,/,8,/,-6,0,-6
O=C(N/C(=C/c1cccs1)C(=O)N1CCOCC1)c1ccco1,/,2,2,2,/,17,/,/
O=C1NCC(Nc2ccccc2)C(=O)N1 (stereo unspecified),1,0,-5,8,9,13,7,7
CC(=O)Cn1c(=O)oc2ccccc21,1,-2,1,15,/,3,6,4
CC(C)c1cn(CC[C@@H]2CC[C@H](N)[C@@H](CO)O2)nn1,0,-4,27,5,-4,4,-9,-3
COc1ccc(S(=O)(=O)N(C)C[C@@H]2Oc3c(NC(=O)c4nc5ccccc5s4)cccc3C(=O)N([C@@H](C)CO)C[C@@H]2C)cc1,-4,-16,-32,/,5,13,/,1
O=C(c1cccc(F)c1)N1CCCC(C(=O)N2CCCC2)C1 (stereo unspecified),0,-5,/,/,-7,12,1,3
CC1CN(S(=O)(=O)c2cccc(C(F)(F)F)c2)CN1C(=O)N1CCOCC1 (stereo unspecified),2,2,-7,-8,/,15,-4,-3
COCC(=O)Nc1ccc2c(c1)C(=O)N(C)C[C@H](OC)[C@H](C)CN(CC1CC1)[C@@H](C)CO2,2,-1,4,9,17,15,7,-3
Cc1ccc(S(=O)(=O)NC(C)CCc2ccccc2)cc1C(N)=O (stereo unspecified),-2,0,-6,12,/,-7,1,-3
COc1ccc(CNC(=O)COC(=O)c2cccnc2Nc2cccc(C(F)(F)F)c2)cc1,17,-2,/,5,8,/,1,-4
C/C(CC(=O)N1CCN(C=O)CC1)=N\NC(=O)c1ccc(Br)cc1,1,/,29,-4,9,-3,6,-1
Cc1ccc(CNC(=O)C2CCN(S(=O)(=O)N3CCC4(CC3)OCCO4)CC2)cc1,/,-2,-2,-1,8,-5,1,/
CCOC(=O)c1nnc(-c2ccccc2)nc1NCc1ccccc1,11,-11,/,-14,-1,/,0,1
Cc1ccc(/C=C/C(=O)O)cc1S(=O)(=O)NCC1CCCO1 (stereo unspecified),/,-9,14,3,-2,-2,7,/
C[C@@H]1CN([C@H](C)CO)C(=O)c2cc(NS(=O)(=O)c3ccccc3)ccc2O[C@H]1CN(C)C(=O)Nc1cccc2ccccc12,-6,0,0,7,4,5,23,2
CN(C)S(=O)(=O)c1cccc(C(=O)NC2CCCc3ccccc32)c1 (stereo unspecified),-3,0,-3,/,-15,-1,/,-2
O=C1C2C3C=CC(C3=C3CCCCC3)C2C(=O)N1Cc1ccccc1 (stereo unspecified),4,-7,/,/,-1,/,4,6
COc1ccccc1-c1cn(CC[C@@H]2CC[C@@H](NC(=O)c3cnccn3)[C@@H](CO)O2)nn1,3,4,-10,/,8,-1,11,-1
C[C@H]1CN([C@@H](C)CO)C(=O)Cc2cc(NS(=O)(=O)c3ccc(Cl)cc3)ccc2O[C@@H]1CN(C)CC1CC1,9,-7,10,/,1,1,27,4
CN(C)CC(C)(C)CNC(=S)Nc1cc(S(=O)(=O)N2CCOCC2)ccc1Cl,/,0,/,11,-3,4,/,/
CCCC#Cc1cnc2c(c1)C(=O)N([C@@H](C)CO)C[C@@H](C)[C@H](CN(C)Cc1ccc3c(c1)OCO3)O2,1,8,-6,/,-10,-8,-1,1
O=C(NCc1ccccc1Cl)C1CCCN1S(=O)(=O)c1ccc(F)cc1 (stereo unspecified),0,-3,13,-4,12,-6,6,7
Nc1cc(=O)[nH]c(SCC(=O)NCCC2=CCCCC2)n1,1,-10,-2,10,-22,/,5,1
O=c1ccn(Cc2ccccc2)c(=O)n1Cc1ccccc1,0,-5,/,/,29,/,4,-3
COc1ccc(Nc2nc(NCc3ccco3)nc(N3CCOCC3)n2)cc1,-14,-6,-1,18,2,17,-37,-4
C/C=C1\NC(=O)[C@H](CC(N)=O)N(C)C(=O)C([C@@H](C)O)NC(=O)C(CCCc2ccc(OC)cc2)NC(=O)[C@H](C(C)C)NC(=O)/C(=C\C)NC(=O)[C@H](O)[C@@H](C[C@@H](O)CCCCCCC)NC(=O)[C@H](C)NC(=O)CN(C)C(=O)[C@H](CCC(N)=O)NC1=O (stereo partly specified),-1,-7,-3,22,8,18,-11,5
C=CCCCOc1ccc(C(=O)O)cc1,3,-1,17,/,5,10,8,-4
Cc1ccc(NC(=O)[C@H](C)NC(=O)C2CCN(C(=O)[C@@H](N)CC(C)C)CC2)cc1,-4,/,-29,-1,-10,-1,-1,-3
Cc1nc(N2CCN(C)CC2)c2c3c(sc2n1)CCCC3,-2,0,12,8,/,3,-13,1
Cn1c(CCC(N)=O)nnc1SCC(=O)Nc1cc(S(=O)(=O)N2CCCC2)ccc1Cl,-2,1,9,/,-4,21,12,-3
CCc1nnc(NC(=O)CSc2nc(-c3ccccc3)cc(-c3ccc(F)cc3)c2C#N)s1,2,-4,/,/,/,/,-22,-4
CCn1c(SCC(=O)Nc2ccc(C(C)=O)cc2)nc2ccccc21,3,4,/,-88,/,/,/,-2
COc1ccc(N/C(N)=N/c2nc(CSc3nnc(C)s3)cc(=O)[nH]2)cc1,1,-5,24,16,-10,-1,-39,-3
CCCC(=O)Nc1c2c(nn1-c1cccc(Cl)c1)CS(=O)(=O)C2,1,-4,1,-16,-4,38,-2,-5
CCN(CC)C(=O)CSc1nnc(COc2ccccc2)n1CC,-2,3,/,/,0,/,3,1
CN1CCN(S(=O)(=O)c2cc([N+](=O)[O-])ccc2N2CCCCCC2)CC1,0,/,/,-46,-2,/,9,-2
Cc1cc(C(=O)Nc2cccc3c2O[C@@H](CN(C)Cc2ccc(Oc4ccccc4)cc2)[C@H](C)CN([C@@H](C)CO)C3=O)n(C)n1,4,-1,/,50,8,-35,-16,4
CC(=O)N(CCCN(C)C)CCC(C)CCC=C(C)C (stereo unspecified),-1,-20,-4,/,-14,2,-28,6
O=C(C(O)c1ccc(Br)cc1)N1CCC(Nc2ccc3[nH]ncc3c2)CC1 (stereo unspecified),-1,/,3,19,/,-5,-4,2
COc1cccc(=O)c2c(C)n(C)c(C)c12,4,7,/,6,8,/,-1,-3
Cc1cccc(N2C(=O)N3[C@H](c4ccc(Cl)cc4)[C@@H]4C(=O)N(C5CCCCC5)C(=O)[C@@H]4[C@]3(Cc3ccc(Cl)cc3)C2=O)c1,0,1,/,/,-5,/,/,-6
CC(C)(C)NC(=O)CCn1nc(-c2ccc(Cl)cc2)c2ccccc2c1=O,-1,-16,/,/,-7,/,-8,1

Screens (PubChem)
